UDG counterscr – Primary qHTS assay for inhibitors of Activation Induced Cytidine Deaminase (AID): UDG Counterscreen signal; Uracil-DNA glycosylase; FRET deamination/UDG coupled assay, UDG read, 4 h; Potency, µM (doses to about 115 µM), without a hit: top-dose activity change, negative = inhibition, actives largely listed as inhibitors; 91,000 compounds, 0.14% hits; AID 1347430, 2020; further: nearly all actives have a fitted effect of over 65% in size
AID inhibitor – Primary qHTS assay for inhibitors of Activation Induced Cytidine Deaminase (AID): AID signal. Single-stranded DNA cytosine deaminase (Homo sapiens), Q9GZX7. AID deamination FRET fluorescence, UDG-coupled, 4 h. Potency, µM (titrated, usually from 115 µM), for inactives: at the top dose activity change, negative = inhibition, most hits filed as inhibitors. 91,000 compounds, 0.32% hits. AID 1347428, 2020; further: nearly all actives have a fitted effect of over 25% in size
Target sequence (Q9GZX7 whole entry, looked up): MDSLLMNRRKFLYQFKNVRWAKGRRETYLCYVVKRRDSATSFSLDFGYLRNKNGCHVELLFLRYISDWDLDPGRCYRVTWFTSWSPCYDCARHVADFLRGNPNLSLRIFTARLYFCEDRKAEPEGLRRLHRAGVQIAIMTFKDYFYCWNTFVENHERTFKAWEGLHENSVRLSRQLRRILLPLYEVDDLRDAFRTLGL
The depositor's hits bear a star; ? = inconclusive; [ ] = dose if it differs, or a comment. The call rests on the fitted dose curve; in most records, active means well fitted curve in the direction sought with a large enough effect; inconclusive means small, poorly fitted or top-dose-only effect, or another doubt; inactive means no such curve, though single readings can be large; an effect the other way counts as inactive or inconclusive. On the % scale 0 is the no-effect control and ±100 the full control effect; potency means the concentration at half of the fitted maximal effect.

SMILES	UDG counterscr	AID inhibitor
CCOC(=O)c1cccc(NC(=O)CC2C(=O)N(c3ccc(Cl)cc3)C(=O)N2C2CCCC2)c1 (centres undefined)	-5%[57.5 µM]	1%
O=C(CCc1ccccc1)Nc1ccc(Cl)cc1C(F)(F)F	-6%	-3%
COc1ccc(OC)c(CNC(=O)c2cc3c(Cl)nc4ccccc4c3s2)c1	-6%	-22%
NC(=O)[C@@H]1CCCN1C(C(=O)O)c1cn(CCC(=O)O)c2cc(F)ccc12 (some centres undefined)	5%	-3%
CCCn1nc(C(=O)Nc2cccc(Cl)c2C)c2ccccc2c1=O	-3%	7%
CCOc1ccc(-n2cc(C(=O)Nc3ccccc3OCC)c3cc(OC)c(OC)cc3c2=O)cc1	-3%	4%
O=C(OCC(=O)c1c[nH]c2ccccc12)c1ccc([N+](=O)[O-])cc1Cl	-2%	16%
CCCCN(Cc1cc2ccccc2[nH]c1=O)C(=O)c1cc(OC)c(OC)c(OC)c1	-3%	-16%
COc1cccc(NC(=O)CN2C(=O)c3cccnc3Oc3ccc(Cl)cc32)c1	7%	-3%
CC(C)COc1nc2ccccc2nc1C(C#N)C(=O)NCc1ccccc1 (centres undefined)	0%	2%
O=C(O)CCCCNS(=O)(=O)c1ccccc1	-2%	0%
CCOc1cc2c(cc1NC(=O)CCC(=O)c1ccc(C)cc1)OC(C)C2 (centres undefined)	-5%	2%
O=C(Cc1ccc2c(c1)CCC2)Nc1cc(C(F)(F)F)ccc1Cl	-3%	1%
Cc1nc(-c2ccccc2)sc1C(C)N (centres undefined)	7%	-1%
CNC(=O)Cc1ccc(NC(=O)C=C(C)C)cc1	3%	2%
COC(=O)COC(=O)Cn1cc(I)c(=O)c(I)c1	0%	-4%
CCOc1ccc(NC(=O)/C=C/c2cccc3ccccc23)cc1	-2%	2%
N#Cc1c(-c2cc(Cl)ccc2Cl)csc1N	4%	3%
COc1ccccc1C(=O)Nc1ccc2oc(-c3ccc(F)cc3)cc(=O)c2c1	3%	26%
CCc1nnc2c(NCc3ccccc3OC)nc3ccccc3n12	13%	2%
CCc1ccc(-c2nc(SCC(=O)NCC3CCCO3)c(-c3ccc(F)cc3)[nH]2)cc1 (centres undefined)	12%	-12%
CCOc1ccc(NC(=O)c2cn(C3CCCCC3)c(=O)c3c2c2ccccc2n3C)cc1	-22%	?
CCCNc1nc(-c2ccc(NC(C)=O)cc2F)cs1	-8%	2%
COc1cc2c(cc1OC)C(COc1ccc3c(C)cc(=O)oc3c1)N(C(=O)Cc1ccc(F)cc1)CC2 (centres undefined)	-1%	15%
O=S(=O)(c1ccc(Sc2nnnn2C2CCCC2)nc1)N1CCCC1	-3%	2%
Continued:
SMILES	UDG counterscr	AID inhibitor
CCCCNC(=O)c1ccc(CC)s1	0%	-3%
N#Cc1nc(-c2ccc(F)cc2)oc1N1CCCCC1	-11%	-4%
Cc1ccc2c(c1)C/C(=C\c1cccnc1)C2=O	0%	-4%
COc1ccc(C(Nc2ncc(C(F)(F)F)cc2Cl)c2nccn2C)cc1 (centres undefined)	1%	-8%
O=C(Cc1ccc2c(c1)CCCC2)NNC(=O)c1ccncc1	0%	-2%
Cc1ccsc1CCN1C(=O)N(c2ccccc2)C(=O)C1CC(=O)Nc1ccc(F)cc1 (centres undefined)	-24%	-1%
CC(C)(C)C(=O)/C=c1/[nH]c(=O)/c(=C/c2c(F)c(F)c(F)c(F)c2F)s1	-1%	11%
Fc1ccc(-c2csc(=Nc3cccc(C(F)(F)F)c3)n2Cc2ccc3c(c2)OCO3)cc1	?	-22%
Cc1cccc(-c2nc(C)c(CCNC(=O)C(=O)Nc3ccccc3C#N)s2)c1	-2%	-3%
COc1cccc(CNC(=O)Cn2ncn3nc(-c4cccs4)cc3c2=O)c1OC	11%	33%[activator]
Cc1ccc(-c2n[nH]c3c2C(c2ccc(C(C)(C)C)cc2)NC3=O)cc1 (centres undefined)	-9%	4%
COc1ccc(NC(=O)/C(C#N)=C/c2cc(C)n(-c3ccc(F)cc3)c2C)cc1	-6%	26%
CCC1CCc2nc3sc(C(=O)Nc4ccc(C)cc4C)c(N)c3cc2C1 (centres undefined)	-10%	3%
CC(C)NC(=O)c1ccc(-n2c(-c3ccccc3)cc3c2CCCC3)cc1	6%[57.5 µM]	-2%
COc1ccc(S(=O)(=O)Nc2cc(S(=O)(=O)c3ccccc3)c(O)c(C)c2C)cc1	-10%	10%
O=c1oc2cc(O)ccc2cc1-c1nc(-c2ccc(Cl)cc2)cs1	5%	7%
O=c1cc(-c2cc3ccccc3o2)c2cc3c(cc2o1)CCC3	9%	-4%
CC1CCN(CCCNC(=O)c2cc3cc(F)ccc3[nH]2)CC1	5%	17%
CC1CCC(NC(=S)NC2CC2)CC1 (centres undefined)	8%	4%
O=C(CCc1ncc(-c2c(F)cccc2F)o1)N1CCN(S(=O)(=O)c2cccc(Cl)c2)CC1	-7%	?
Cc1cc(C(=O)N(C)C2CCS(=O)(=O)C2)c2ccccc2n1 (centres undefined)	-8%	-11%
NC1=NC(c2ccc(O)cc2)n2c(nc3ccccc32)N1 (centres undefined)	-6%	-13%
Cc1cccc(NS(=O)(=O)c2ccc3c(c2)OCC(C(=O)N2CCCC2)O3)c1C (centres undefined)	3%	2%
Cc1ccc(OCc2nc(C#N)c(NCc3ccc4c(c3)OCO4)o2)cc1	-10%	-1%
COc1ccc(C(=O)Oc2ccc3c(=O)c(-c4ccccc4)coc3c2)cc1OC	-4%	1%

Ordered by number of heavy atoms (ascending): some entries from above
SMILES	UDG counterscr	AID inhibitor
NC1=NC(c2ccc(O)cc2)n2c(nc3ccccc32)N1 (centres undefined)	-6%	-13%
COc1ccc(S(=O)(=O)Nc2cc(S(=O)(=O)c3ccccc3)c(O)c(C)c2C)cc1	-10%	10%
CCOc1ccc(NC(=O)c2cn(C3CCCCC3)c(=O)c3c2c2ccccc2n3C)cc1	-22%	?

Continuation:
SMILES	UDG counterscr	AID inhibitor
COc1ccc(C(CC(=O)Nc2ncccc2C)N2Cc3ccccc3C2=O)cc1OC (centres undefined)	-7%	2%
Cc1cccc(C2C=C(c3ccc(C)c(C)c3)Nc3nnnn32)c1 (centres undefined)	-10%	-16%
COc1ccc(C(=O)NCc2nnnn2-c2ccc(C)c(C)c2)cc1	1%	-1%
COc1cc2nc(Nc3ccc(F)cc3)nc(N)c2cc1OC	9%	0%
COc1ccccc1NC(=O)c1ccc2ccccc2n1	-6%	-13%
CC(=O)Nc1ccc(S(=O)(=O)[C@H]2CS(=O)(=O)C[C@@H]2N2CCC(C)CC2)cc1	-3%	-3%
CC(=O)Nc1cccc(-n2cc3c(c2-c2ccccc2Cl)c(=O)n(C)c(=O)n3C)c1	-4%	-16%
Cc1cccc(NC(=O)Cn2c(=O)n(Cc3ccc(C(=O)NCc4ccc5c(c4)OCO5)cc3)c(=O)c3ccccc32)c1	-3%	-6%
CC(C)c1ccc(Nc2nc3c(S(=O)(=O)c4ccc(Br)cc4)nnn3c3ccsc23)cc1	-10%	2%
CC(Sc1nc2cc(Cl)ccc2n1C)C(=O)NCc1ccc2c(c1)OCO2 (centres undefined)	-11%	-6%
COc1cccc(S(=O)(=O)c2cc3ccc(OC)cc3oc2=O)c1	-2%	1%
COc1ccc(CNC(=O)CCc2nnc3n(C)c(=O)c4sccc4n23)cc1	-11%	30%
CCCOc1ccc(N)cc1OCCC	-9%	-2%
O=C(COc1cc(Cl)ccc1Cl)NCc1cccc(NC(=O)C2CC2)c1	6%	12%
NC(=O)C(=O)Nc1ccccc1C(=O)NCc1ccncc1	-2%	-3%
CCOc1ccc(CNC(=O)C2CCN(C(=O)c3sccc3-n3cccc3)CC2)cc1	-3%	4%
Cn1nc(-c2ccc(OCC(=O)Nc3ccc(F)cc3)cc2)c2ccccc2c1=O	-16%	-16%
CC(=O)NC12CC3CC(C1)CC(C(=O)NCCSCc1ccccc1)(C3)C2	-1%	-5%
CC(C)CCn1c(SCC(=O)c2ccccc2)nc2c1c(=O)n(C)c(=O)n2C	-3%	-11%
Cc1ccc(C(=O)N/N=C/CCc2ccccc2)cc1C	-6%	-8%
CCOc1cc(C)c(C(C)C)cc1S(=O)(=O)n1ccnc1CC	-10%	?
CSc1cccc(Sc2cc(C(=O)NC3CCCC3)c3ccccc3n2)c1	1%	-4%
COc1cc(C(=O)Nc2ccc(Cl)c(-c3nc4ncccc4o3)c2)cc(OC)c1OC	-10%	6%
COCCCNC(=O)C(=O)NN	-3%	5%
CCOC(=O)N1CCc2c(sc3c2c(=O)n(-c2ccc(CC)cc2)c(=O)n3CC(=O)c2ccccc2)C1	0%[57.5 µM]	11%
(more compounds)
SMILES	UDG counterscr	AID inhibitor
CCc1ccc2oc(C(=O)Nc3cc(C)ccc3C)cc(=O)c2c1	-1%[57.5 µM]	36%[activator][57.5 µM]
COC(=O)COc1ccc2c(C)c(CC(=O)OC)c(=O)oc2c1C	-5%	-6%
Cc1ccc(CN2C(=O)SC(Nc3ccc(Cl)cc3)C2=O)cc1 (centres undefined)	-1%	10%
COc1ccccc1C(=O)NC1=Nc2ccccc2N=C(C)C1c1ccccc1 (centres undefined)	-7%	-17%
CCOCCCNC(=O)CN1C(=O)c2cccnc2Sc2ccccc21	-2%	18%
Cc1ccc(C)c(OCCN)c1	8%	5%
CCCc1cc(=O)oc2c(C)c(OCC(=O)NCCCn3ccnc3)ccc12	10%	-3%
Cc1cc(C)n2nc(SCC(=O)Nc3cc(Cl)ccc3C)nc2n1	0%	-8%
CCc1ccc(-n2nc(C)c3c(C)cc(=O)n(CC(=O)NCc4ccc(C)cc4)c32)cc1	-23%	-2%
N#C/C(=C\c1ccc(O)c(O)c1)C(=O)NCCCc1ccccc1	3%	-1%
CCN(c1ccccc1)S(=O)(=O)c1nnc(NC(=O)c2ccccc2OC)s1	-2%[57.5 µM]	3%
CC(=O)c1ccc(/C=C/c2ccccc2)cc1	-5%	-9%
Cc1cccc(Nc2nnc(SCC(=O)N3CCOCC3)s2)c1C	-1%	-6%
Cc1cc(C(=O)CCC(=O)NC2CCCCC2)c(C)s1	12%	6%
O=S(=O)(c1ccc(Cl)cc1)c1nc(-c2ccco2)oc1SCc1ccc(F)cc1	-20%	-18%
CN(C)c1ccc(CN(CC2CCCO2)C(=O)COc2ccc(Cl)cc2)cc1 (centres undefined)	0%	-23%
C=CCOC(=O)c1c(C)[nH]c(C(=O)OCC)c1C	-1%	0%
Clc1ccc(-c2nnn3c2nc(N2CCCCC2)c2ccccc23)cc1	0%	35%[activator]
Cc1ccc(C)c(N2CCN(S(=O)(=O)c3ccc(-c4cnc(C5CC5)o4)cc3)CC2)c1	-22%	?
O=Nc1c(-c2c(O)[nH]c3cc(Br)ccc23)[nH]c2ccccc12	5%	16%
CCC(=O)N1CCc2cc(S(=O)(=O)Nc3cc(C)ccc3OC)ccc21	-1%	7%
N#Cc1ccc(-c2cccs2)nc1SCc1ccc(Br)cc1	-26%	72%[activator]
CCc1ccc(CSc2nc(-c3ccccc3OC)nc3c2Cc2c(CO)cnc(C)c2O3)cc1	7%	-10%
N#Cc1c(N)sc2c1-c1ccccc1CC2	?	?
COc1ccccc1C(=O)NCC(c1ccc(N(C)C)cc1)N1CCc2ccccc21 (centres undefined)	-6%	?
(list continues)
SMILES	UDG counterscr	AID inhibitor
O=C(OCC(=O)N1CCCCC1)c1ccc2c(c1)S(=O)(=O)c1ccccc1C2=O	5%	1%
CCc1nnc(NC(=O)Nc2ccc(Cl)cc2)s1	-6%	-12%
C#CCN1CCN(CCOc2ccc(Cl)cc2)CC1	10%	-1%
O=C(CSc1nc2ccccc2o1)Nc1nc(-c2ccccc2)cs1	4%	-3%
Cc1ccc2oc(=O)c3cc(C(=O)N(Cc4ccccc4)C(C)C)sc3c2c1	3%	-15%
CC(C)(C)c1ccc(-c2nnc(SCC(=O)N3CCCC3=O)n2C2CCCC2)cc1	0%	-8%
O=S(=O)(c1cccc(C(F)(F)F)c1)N1CCC(Oc2ccc(-n3cnnn3)cc2)CC1	-11%[57.5 µM]	-21%
Cc1cnc(NC(=O)CCc2ncc(-c3c(F)cccc3F)o2)s1	5%	9%
Cc1ccc(OCc2nc3ccccc3n2CC(C)C)cc1	0%	-10%
Cc1cccc(NC(=O)c2sc3nc(N4CCOCC4)c4c(c3c2N)CC(C)(C)OC4)c1	-6%	12%
Cc1ccccc1NC(=O)c1ccccc1NC(=O)c1ccccc1F	3%[57.5 µM]	-13%
O=C(CCc1ccsc1)N1CCCC(C(F)(F)F)C1 (centres undefined)	2%	3%
CCSc1ncc(Cl)c(C(=O)Nc2ccc(S(=O)(=O)Nc3nccc(C)n3)cc2)n1	-11%	-2%
Cc1nc(-c2ccc(C)c(S(=O)(=O)N3CCC(C(=O)NCc4ccc(F)cc4)CC3)c2)no1	-13%	?

Whole records, quoted from the list. Screens in order: UDG counterscr	AID inhibitor
CC(C)(C)c1ccc(-c2nnc(SCC(=O)N3CCCC3=O)n2C2CCCC2)cc1 in the list: 0%	-8%
Cc1cccc(NC(=O)c2sc3nc(N4CCOCC4)c4c(c3c2N)CC(C)(C)OC4)c1 in the list: -6%	12%
O=S(=O)(c1cccc(C(F)(F)F)c1)N1CCC(Oc2ccc(-n3cnnn3)cc2)CC1 in the list: -11%[57.5 µM]	-21%
O=C(CSc1nc2ccccc2o1)Nc1nc(-c2ccccc2)cs1 in the list: 4%	-3%
CCSc1ncc(Cl)c(C(=O)Nc2ccc(S(=O)(=O)Nc3nccc(C)n3)cc2)n1 in the list: -11%	-2%

Part of the list above, with two lines to a compound:
Every second line gives: UDG counterscr, AID inhibitor
- O=C(CCc1ccsc1)N1CCCC(C(F)(F)F)C1 (centres undefined)
  2%, 3%
- CC(C)(C)c1ccc(-c2nnc(SCC(=O)N3CCCC3=O)n2C2CCCC2)cc1
  0%, -8%

The list is partial; the hit share may differ from the screen's.
